High-throughput results from PubChem BioAssay.
ALDH1A1 inh: blocks purified human ALDH1A1 activity; Purified ALDH1A1, NADH fluorescence, propionaldehyde substrate; Potency, µM (doses to about 75.3 µM), for inactives: top-dose activity, negative = inhibition, actives largely listed as inhibitors; 220,000 tested, 7.3% active; P00352; active = well fitted inhibition curve with a large enough effect, not every such curve was filed as active; inconclusive = small, poorly fitted or top-dose-only effect, or another doubt; inactive = no such curve, though single readings can be large or run the other way;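 also: plate controls were no enzyme wells and a reference inhibitor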
aGal spleen mod: inhibits or activates alpha-galactosidase in human spleen homogenate; 240,000 tested, 0.008% active; Potency, µM (highest dose often 80 µM), without a hit: at the highest dose activity change, negative = inhibition, most hits filed as inhibitors; human spleen homogenate, 4MU-alpha-Gal fluorescence, 40 min; P06280;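 also: 0% = enzyme with vehicle and -100% = no enzyme basal signal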
Target sequence (P06280 32-429 limits assumed): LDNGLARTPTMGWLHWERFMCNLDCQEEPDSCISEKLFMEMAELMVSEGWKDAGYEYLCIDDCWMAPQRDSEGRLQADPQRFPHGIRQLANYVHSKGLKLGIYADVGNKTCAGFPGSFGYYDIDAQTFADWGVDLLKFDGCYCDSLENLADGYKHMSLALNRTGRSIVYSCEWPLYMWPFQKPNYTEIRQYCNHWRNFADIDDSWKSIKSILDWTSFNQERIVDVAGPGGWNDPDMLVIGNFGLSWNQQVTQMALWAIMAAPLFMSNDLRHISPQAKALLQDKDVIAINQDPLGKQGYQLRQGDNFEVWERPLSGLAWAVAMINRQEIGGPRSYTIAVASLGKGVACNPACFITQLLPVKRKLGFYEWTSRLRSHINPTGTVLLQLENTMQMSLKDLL
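qHTS titration in buffer at pH 5.0. Alpha-galactosidase activity in spleen homogenate was measured via 4-methylumbelliferone release from 1 mM fluorogenic substrate after 40 min at 37C and a pH 10 stop. AC50 came from Hill fits of control-normalized data.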
Epigenetic derep: derepresses silenced GFP reporter in murine cells. Potency, µM (series often up to 53.9 µM), inactives show at the highest dose GFP activation, most hits filed as activators. 280,000 tested, 0.2% active. murine LDR cells, GFP reporter derepression, 30 h; also: % of control where 0% means no effect; nearly all actives have a fitted effect of over 60% in size
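Reporter derepression read as number of fluorescent GFP-positive objects, 20-120 um in size, counted by laser-scanning cytometer. Mouse LDR line with an epigenetically silenced CMV-GFP locus; compound incubation 30 h, 37 C.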
GAA inh: inhibitors of human lysosomal alpha-glucosidase; AID 1466; Potency, µM (titrated, usually from 76.9 µM), for the others: top-dose activity change, negative = inhibition, actives largely listed as inhibitors; purified human GAA, 4-MU-alpha-glucoside fluorescence; 200,000 tested, 0.005% active; P10253;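 also: plate controls were uninhibited enzyme wells for no effect and no-enzyme background for full effect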
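Human enzyme at 4 nM with 400 uM 4-methylumbelliferyl-alpha-D-pyranoside, citrate/phosphate buffer pH 5.0, 0.005% Tween-20, 20 min at room temperature. Compounds up to 77 uM. 4-MU fluorescence (Ex 365/Em 440) read after NaOH/glycine stop; AC50 from Hill fit.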
GAA glycogen mod: inhibitors or activators of human alpha-glucosidase glycogen cleavage. Potency, µM (top dose mostly 76.4 µM), for inactives: at the top dose activity change, negative = inhibition, most hits filed as inhibitors. 300,000 tested, 0.38% active. recombinant GAA, glycogen substrate, Amplex Red glucose oxidase fluorescence;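 also: 0% = full enzyme reaction and -100% = no-enzyme basal signal; the screen sought inhibitors and activators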
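Recombinant human enzyme (4 nM); glycogen substrate; 37 C, 40 min, pH 5.0. Readout: coupled glucose oxidase/Amplex Red fluorescence.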
aGlu spleen mod: lysosomal alpha-glucosidase (human) modulation; P10253; human spleen homogenate, 4-MU-alpha-glucoside fluorescence; Potency, µM (doses to about 79.9 µM), inactives show at the top dose activity change, negative = inhibition, actives largely listed as inhibitors; 240,000 tested, 0.006% active; AID 2112;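 also: 0% = enzyme with vehicle and -100% = no enzyme basal signal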
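Human spleen homogenate (1 ug) with 4-methylumbelliferyl-alpha-D-glucopyranoside (1 mM final) in 50 mM citrate/phosphate pH 5.0, 0.01% Tween-20; 40 min at 37 C. Stopped at pH 10; 4-MU fluorescence Ex 365/Em 440 nm; AC50 by Hill fit.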
NPSR antag: neuropeptide S receptor (human) antagonism, cAMP; Q6W5P4; Potency, µM (doses to about 38.3 µM), for the others: at the top dose activity change, negative = inhibition, actives largely listed as inhibitors; AID 1461; 220,000 tested, 1% active; CHO-NPSR cells, cAMP TR-FRET, antagonist mode; also: % is scaled to controls: 0 for no effect and ±100 for the full control effect; nearly all actives have a fitted effect of over 50% in size; many of its hits are not listed in these tables
Target sequence (Q6W5P4 whole entry, looked up): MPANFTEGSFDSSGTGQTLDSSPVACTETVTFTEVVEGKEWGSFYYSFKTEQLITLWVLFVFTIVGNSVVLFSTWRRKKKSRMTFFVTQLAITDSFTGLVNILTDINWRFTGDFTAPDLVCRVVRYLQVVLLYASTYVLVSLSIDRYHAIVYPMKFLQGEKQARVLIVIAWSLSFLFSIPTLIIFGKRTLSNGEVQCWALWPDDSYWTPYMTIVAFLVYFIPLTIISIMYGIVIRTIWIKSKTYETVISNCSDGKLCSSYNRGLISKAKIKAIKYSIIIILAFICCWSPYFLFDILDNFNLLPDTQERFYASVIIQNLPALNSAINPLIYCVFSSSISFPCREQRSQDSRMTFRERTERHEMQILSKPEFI
Tau fluor cs: counter-screen for tau fibril formation inhibitors. Potency, µM (highest dose often 57.7 µM), inactives show top-dose activity change, negative = decrease. 280,000 tested, 0.93% active. tau K18 P301L Alexa594 fluorescence, heparin fibrillization; also: % is scaled to controls: 0 for no effect and ±100 for the full control effect; nearly all actives have a fitted effect of over 55% in size
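Human tau K18 P301L (15 uM unlabeled, 0.24 uM Alexa 594-labeled) in 100 mM sodium acetate pH 7 with 20 uM heparin, 6 hr at 37 C. ThT 30 uM added, 1 hr ambient; Alexa 594 FP and total fluorescence read at 555/632 nm.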
Starred values were filed as active, the others as inactive; ? = inconclusive; . = no result given; & = joins results of further samples; [ ] = dose if it differs, or a comment. Unless noted, calls follow the shape of the dose curve; as a rule, active = well fitted curve in the direction sought with a large enough effect; inconclusive = small, poorly fitted or top-dose-only effect, or another doubt; inactive = no such curve, though single readings can be large; an effect the other way counts as inactive or inconclusive. Potency is read from the fitted curve at half-maximal effect. The list is partial; the hit share may differ from the screen's.

SMILES	ALDH1A1 inh	aGal spleen mod	Epigenetic derep	GAA inh	GAA glycogen mod	aGlu spleen mod	NPSR antag	Tau fluor cs
CCOc1ccc(NC(=O)Cc2ccccc2)c([N+](=O)[O-])c1	12%	2%	-1.0%	2%	-7%	-13%	14%	-16%
COC(=O)C1=C(C)N(C(C)c2ccccc2)C(=O)/C1=C\c1ccco1 (stereo unspecified)	-10%	0%	1.1%	-2%	-14%	-3%	?	-23%
CCC(=O)Nc1cccc(-c2cn3cccc(C)c3n2)c1	.	-6%	0.1%	.	3%	2%	-10%	1%
O=C(O)c1cccc(N2C(=O)C3CC=C(Cl)CC3C2=O)c1 (stereo unspecified)	13%	-6%	0.4%	1%	-4%	-4%	-4%[46.1 µM]	-5%
COc1ccccc1NC(=O)CN1C(=O)CCS(=O)(=O)c2ccccc21	2%	-2%	0.1%	4%	5%	2%	9%[46.1 µM]	-2%
CCOC(=O)c1nn(-c2ccc(OCC)cc2)c(C)c1C(C)=O	8%	4%	1.1%	-2%	-6%	-1%	13%	-4%
COc1ccc(S(=O)(=O)n2nc(-c3ccc(Cl)cc3)cc2N)cc1OC	89µM*	-1%	1.0%	-7%	-2%	3%	-13%[46.1 µM]	16µM*[quencher]
CCOC(=O)c1cn(CC)c2ccc(S(=O)(=O)N3CCC(C)CC3)cc2c1=O	-12%	6%	5.1%	-2%[15.4 µM]	4%	5%	0%[46.1 µM]	-9%
Nc1cccc2c1C(=O)N(C(=O)/C=C/c1cccc(F)c1)C2=O	?	-9%	16%	-6%	3%	-26%	-5%	-16%
CCOc1ccc(NC(=O)NC2CCOC(C)(C)C2)cc1 (stereo unspecified)	-2%	14%	-2.2%	-3%	1%	5%	-4%[46.1 µM]	-8%
COc1cc(C2c3c(n[nH]c3C)C(=O)N2c2ccc(Br)cc2)ccc1O (stereo unspecified)	7%	3%	-1.6%	8%	-13%	13%	4%[46.1 µM]	-23%
CCOC(=O)c1ccc(NC(=O)CSc2nnc(COc3ccccc3OC)n2C)cc1	-6%	7%	-0.8%	7%	6%	-15%	-17%[46.1 µM]	-4%
CCN(CC)c1ccc(/C=C2/SC(=O)N(C(C)C)C2=O)o1	2.5µM*	-4%	11µM*	-7%	-6%	-1%	-43%	-18%
Cc1nc2sc3c(c2c(=N)n1N)CCCC3	1%	5%	4.9%	4%	-5%	-11%	15%	6%
CC(CCc1ccccc1)NC(=O)c1ccc(NC(=O)c2cccc(Br)c2)cc1 (stereo unspecified)	-5%	0%	0.2%	1%	9%	-2%	-24%	?
O=C(N/N=C/c1ccc(OC2CSC2)cc1)c1ccccc1	0%	2%	5.6%	2%	-6%	-2%	-11%[46.1 µM]	-5%
CCSc1nc(NCCN(C)C)c2c3c(sc2n1)COC(C)(CC)C3 (stereo unspecified)	2%	3%	0.5%	1%[15.4 µM]	3%	-1%	25%	-26%
O=C(/C=C/c1c(F)cccc1Cl)Nc1ncccn1	7%	-4%	-0.9%	-6%	7%	-9%	-1%	7%
CCN(C(=O)c1ccc(C(C)(C)C)cc1)c1nnc(Cn2nnc3ccccc32)s1	-4%	1%	-2.8%	-10%	-8%	-22%	?	-19%
CC/C(=C(\c1ccccc1)c1ccc(OCCN(C)C)cc1)c1ccccc1	.	-15%	-0.2%	.	.	0%	-8%[46.1 µM]	8%&-8%&-7%&-6%&2%
O=C(NCc1ccc2c(c1)OCO2)Nc1cccc2ccccc12	.	7%	0.8%	.	0%	1%	-3%	-12%
Cc1ccc(-c2ccc(C(=O)Nc3ccccc3)o2)c2ccccc12	?	-11%	0.3%	9%	-3%	-2%	-21%	-29%
CCOc1ccc(NC(=O)CSc2nc3c([nH]c4ccccc43)c(=O)n2C)cc1	-13%	-2%	0.6%	1%	4%	-1%	-5%	8%
COC(=O)[C@@]1(Cc2ccc(OC)cc2)[C@@H]2[C@@H](CC(=O)[C@H]2CC(=O)C(=O)N(C)C)CN1C(=O)c1ccccc1	18%&-11%	-3%&-5%	-3.1%&1.3%	3%	3%	3%&4%	1%	-6%&-3%
COC(=O)C1C(=O)C=C(Nc2ccc(F)cc2F)CC1c1ccc(OC)cc1 (stereo unspecified)	?	8%	0.0%	-1%	3%	-18%	2%	-10%
Cn1c(=O)[nH]c(=O)c2c1nc(Br)n2CCCc1ccccc1	12%	1%	-1.0%	-2%	3%	2%	-5%[46.1 µM]	6%
COC(=O)C(CCSC)NC(=O)C(NC(=O)C1CCC(C)CC1)C(C)C (stereo unspecified)	6%	12%	1.8%	-10%	8%	0%	-1%[46.1 µM]	-6%
COc1ccccc1N1CCN(CC(O)COc2ccc(S(=O)(=O)N3CCOCC3)cc2)CC1 (stereo unspecified)	6%	-8%	-4.3%	1%	8%	1%	0%[46.1 µM]	5%
CC(=O)Nc1cccc(NC(=O)c2ccc([N+](=O)[O-])cc2Cl)c1	-5%	-1%	-1.0%	3%	-2%	0%	-3%	-8%
CCCCCCOc1ccc(N2C(=O)CC(S/C(N)=N/N=C(\C)c3cccs3)C2=O)cc1 (stereo unspecified)	10%	-3%	-1.0%	2%	-9%	-8%	-7%[46.1 µM]	?
COc1ccc(NC(=O)CC2SC(=Nc3ccccc3)NC2=O)c(OC)c1 (stereo unspecified)	-5%	-14%	0.8%	1%	-1%	-2%	-13%[46.1 µM]	5%
Cc1cc(C(=O)OCC(=O)N2CCCC2)c2ccccc2n1	7%	-5%	0.1%	0%	-1%	0%	0%[46.1 µM]	-8%
O=C1CC(c2ccco2)Cc2nc(N3CCN(Cc4ccc5c(c4)OCO5)CC3)ncc21 (stereo unspecified)	18µM*	-9%	0.0%	-9%	-6%	2%	-22%[46.1 µM]	-18%
CCOC(=O)c1cc2c(ccn2C)n1CC(=O)N1CCN(c2cccc(C(F)(F)F)c2)CC1	?	3%	1.6%	-11%	-3%	-10%	-28%[46.1 µM]	-1%
C=CCn1c(COc2ccccc2)nnc1SCC(=O)O	9%	-2%	0.0%	-11%	2%	-1%	-8%[46.1 µM]	-1%
O=C(CSCc1c(Cl)cccc1Cl)Nc1cccnc1	-16%	-2%	0.0%	6%	-12%	-3%	-12%	-19%
CN(c1ccccn1)c1ncnc2[nH]ncc12	.	-7%	0.1%	.	3%	-1%	-6%	-2%
O=C(Nc1cc(S(=O)(=O)N2CCOCC2)ccc1N1CCCC1)C1COc2ccccc2O1 (stereo unspecified)	.	-1%	-1.1%	.	4%	0%	0%	-9%
COc1cccc(CN2CCN(c3ccc(F)cc3)C2=O)c1	-10%	0%	0.7%	-9%	-1%	-5%	27%	-5%
Cn1c(=O)c2c(ncn2CC(=O)Nc2nc3ccc(F)cc3s2)n(C)c1=O	5%	-3%	1.0%	3%	1%	-2%	-13%[46.1 µM]	-11%
CCC(c1nnc(SCC(=O)N2CCOCC2)n1C1CCCCC1)N(C)C (stereo unspecified)	.	-6%	0.0%	.	3%	-3%	0%[7.67 µM]	-1%
Cn1c(=O)n(Cc2ccc(F)cc2)c(=O)c2c1nc1n2CCN1Cc1ccco1	?	4%	-1.1%	1%	1%	1%	-19%	-21%
CCC(=O)Nc1ccc(N2CCOCC2)c(S(=O)(=O)Nc2ccc(OC)cc2)c1	-2%	-7%	-1.6%	6%	0%	-5%	-11%	-1%
COc1ccc(-n2c(COc3ccc4ccccc4c3)nnc2SCC(=O)NCc2ccco2)cc1	?	-3%	0.8%	?	-8%	-9%	-22%[46.1 µM]	-20%
COc1ccc(N2CCN(C(=S)Nc3cc(C)ccc3C)CC2)cc1	-4%	1%	-1.3%	5%	5%	-4%	-4%[46.1 µM]	-2%
CCOc1ccc(S(=O)(=O)Nc2ccccc2SC)cc1	10%	-7%	-1.0%	-6%	1%	-6%	?	-2%
CC(=O)c1ccc(OCCCC(=O)NC2=NCCS2)cc1	3%	-16%	3.7%	-12%	7%	-6%	7%[46.1 µM]	3%
CN(C)[C@H]1N(C(=O)c2ccc(Br)cc2)N=C2c3ccccc3S(=O)(=O)N21	0%	-4%	-0.8%	-4%	9%	-1%	-15%[46.1 µM]	-7%

Part of the list above with just NPSR antag and Tau fluor cs.
| molecule | NPSR antag | Tau fluor cs |
| --- | --- | --- |
| COc1ccc(N2CCN(C(=S)Nc3cc(C)ccc3C)CC2)cc1 | -4%[46.1 µM] | -2% |
| CCOc1ccc(S(=O)(=O)Nc2ccccc2SC)cc1 | ? | -2% |
| CC(=O)c1ccc(OCCCC(=O)NC2=NCCS2)cc1 | 7%[46.1 µM] | 3% |
| CN(C)[C@H]1N(C(=O)c2ccc(Br)cc2)N=C2c3ccccc3S(=O)(=O)N21 | -15%[46.1 µM] | -7% |

(list continues)
SMILES	ALDH1A1 inh	aGal spleen mod	Epigenetic derep	GAA inh	GAA glycogen mod	aGlu spleen mod	NPSR antag	Tau fluor cs
Cc1cc(C)n(CC(O)COc2ccccc2C(=O)Nc2ccccc2)n1 (stereo unspecified)	2%	11%	0.0%	-3%	-6%	5%	-14%[46.1 µM]	-6%
COc1cccc(NC(=O)C(Cc2ccccc2)NC(=O)C2CCC(C)CC2)c1 (stereo unspecified)	-6%	-3%	0.0%	-2%	10%	-7%	-12%	-11%
COc1ccc(Nc2nc(Cl)nc(NCCO)n2)cc1	3%	10%	0.0%	0%	13%	-1%	12%	7%
Cc1ccc2cccc(OCC(=O)N3CCc4ccccc43)c2n1	4%	4%	0.2%	4%	1%	-7%	-1%	-5%
Cc1ccc(C(=O)C(C)Oc2cccc(NC(=O)c3ccco3)c2)cc1 (stereo unspecified)	-7%	1%	6.0%	-7%	-27%	-4%	-16%[46.1 µM]	-26%
O=C(CN1CCc2ccccc21)NC(=O)NCc1ccccc1	7.1µM*	-4%	-0.4%	-4%	?	-3%	1%	-23%
CCCCNC(=O)CS(=O)Cc1nc(-c2ccc(C)cc2)oc1C (stereo unspecified)	0%	5%	0.0%	1%[15.4 µM]	-5%	3%	-3%[46.1 µM]	-4%
CCOC(=O)c1ccc(NC(=O)C2(c3ccccc3)CCOCC2)cc1	5%	3%	-1.2%	-3%	-15%	-4%	?	-12%
